# a7 integrin act: qHTS for Activators of Integrin-Mediated Alleviation for Muscular Dystrophy; alpha7betagal myoblasts, beta-gal FDG fluorescence, 48 h; Potency, µM (series often up to 38.3 µM), inactives show top-dose activation, most hits filed as activators; actives 0.064% (n = 350,000); AID 624291, 2012;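 note: potency is the fitted concentration of half-maximal effect; 100% = response of the positive control SU9516; nearly all actives have a fitted effect of over 60% in size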
#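 Alpha7betagal+/- myoblasts (passage 13) were plated 16-24 hr, then exposed to compounds (1:260 dilution of DMSO stock) for 48 hours at 37C. After MPER lysis, β-galactosidase reporter activity was read as FDG fluorescence (ex 480/em 540) after 30 minutes.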
# TSG101-PTAP inh: qHTS Assay for Iinhibitors of HIV-1 Budding by Blocking the Interaction of PTAP/TSG101. Potency, µM (highest dose often 115 µM), for inactives: at the top dose activity change, negative = inhibition, usual class: inhibitors. Tumor susceptibility gene 101 protein (Homo sapiens), Q99816. 340,000 tested, under 10 active. Fluorescence polarization, FITC-PTAP peptide / Tsg101 binding; active = well fitted inhibition curve with a large enough effect in the main read-out, with a control signal flat, not every such curve was filed as active; inconclusive = small, poorly fitted or top-dose-only effect, or effect the other way, or a change in a side signal; inactive = no such curve, though single readings can be large or run the other way; note: potency is the fitted concentration of half-maximal effect; % of control where 0% means no effect
#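 Steps: Tsg101 binding domain dispensed (10 uM final), compounds pinned in DMSO, FITC-labeled PTAP-motif peptide added (50 nM final); after 20 min binding at room temperature, polarization measured.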
# AT treatment: qHTS Assay for Identifying a Potential Treatment of Ataxia-Telangiectasia | […] A-T fibroblasts, KAP-1 phosphorylation AlphaLISA; neocarzinostatin DNA damage 30 min before lysis | Potency, µM (doses to about 57.5 µM), for the others: top-dose activation, most hits filed as activators | actives 0.19% (n = 320,000) | AID 485349, 2010; note: potency is the fitted concentration of half-maximal effect; % of control where 0% means no effect; nearly all actives have a fitted effect of over 45% in size
#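 ATM-like activity read as KAP-1 phosphorylation via AlphaLISA donor/acceptor antibody pairs after lysis and 6 hr at 25C. Cells were ATM-null patient fibroblasts ([…], hTERT), dosed 60 min, then exposed to the DSB inducer NCS for 30 min.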
# TRPV1 agonist: HTS Assay for Compounds that Act as Agonists of the Vanilloid Receptor 1 | TRPV1-expressing cells, Fluo-8 calcium influx, agonist mode | activation, % at 8.33 µM | actives 0.19% (n = 320,000); in the data active = activation above about 80%; inconclusive = between about 30% and that limit; note: 0% is about no effect
# Target sequence (Q8NER1 whole entry, looked up): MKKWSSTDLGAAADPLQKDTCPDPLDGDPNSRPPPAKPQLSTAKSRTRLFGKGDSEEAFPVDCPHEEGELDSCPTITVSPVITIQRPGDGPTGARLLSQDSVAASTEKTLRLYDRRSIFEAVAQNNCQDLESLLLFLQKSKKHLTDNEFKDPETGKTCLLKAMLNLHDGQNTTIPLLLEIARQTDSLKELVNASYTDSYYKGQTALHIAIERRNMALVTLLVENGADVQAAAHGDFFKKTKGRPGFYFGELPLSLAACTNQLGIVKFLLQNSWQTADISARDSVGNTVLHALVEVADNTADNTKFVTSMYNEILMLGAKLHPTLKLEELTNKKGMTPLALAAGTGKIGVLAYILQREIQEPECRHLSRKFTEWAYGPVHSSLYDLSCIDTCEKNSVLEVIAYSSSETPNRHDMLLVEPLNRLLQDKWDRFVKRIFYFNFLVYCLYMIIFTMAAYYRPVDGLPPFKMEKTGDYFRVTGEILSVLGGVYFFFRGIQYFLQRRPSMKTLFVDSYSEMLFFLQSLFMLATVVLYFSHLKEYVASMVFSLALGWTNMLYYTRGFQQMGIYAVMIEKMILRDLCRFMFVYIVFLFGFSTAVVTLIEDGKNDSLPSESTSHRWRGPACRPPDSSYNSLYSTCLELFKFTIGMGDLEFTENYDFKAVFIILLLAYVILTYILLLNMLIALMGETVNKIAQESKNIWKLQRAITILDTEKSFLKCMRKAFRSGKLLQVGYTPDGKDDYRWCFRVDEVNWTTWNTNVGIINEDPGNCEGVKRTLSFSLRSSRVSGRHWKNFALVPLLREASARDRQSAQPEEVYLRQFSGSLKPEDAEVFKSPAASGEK
#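 TRPV1-expressing cells were cultured overnight at 35.5C and loaded with Fluo-8 calcium dye for 40 to 90 min at room temperature. After a 10 s baseline, compound was added and calcium influx was read kinetically for 3 min (ex 480/em 520 nm).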
# TCR act: Activators of T cell receptors: qHTS campaign. 330,000 tested, under 10 active. primary human leukocytes, anti-CD3, IL-2 HTRF, 48 h. Potency, µM (titrated, usually from 9.22 µM), for inactives: at the highest dose activation of IL-2 secretion, usual class: activators; note: % of control where 0% means no effect
#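 IL-2 produced over 48 hr by a-CD3 bead-stimulated primary human leukocytes exposed to compounds was detected with a homogeneous time-resolved FRET immunoassay, 665nm acceptor signal after 320nm excitation.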
# BRCA1 expr up: qHTS Assay to Identify Small Molecule Activators of BRCA1 Expression. MCF7-BRCA1-FFLuc reporter, luminescence, 48 h; response scale: scaled: vehicle 0%, 10 µM genistein 100%. Potency, µM (doses to about 46.1 µM), inactives show at the top dose activation, usual class: activators. actives 1.1% (n = 380,000); note: potency is the fitted concentration of half-maximal effect; nearly all actives have a fitted effect of over 80% in size; some results filed as inactive show a strong effect at the top dose
#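 Cells: MCF7-BRCA1-FFLuc, 2000/well. Exposure: 48 h, 37 °C, 5% CO2. Read: luminescence, 15 min post-substrate. Controls: genistein 10 microM (maximal activation), DMSO (neutral).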
# p53 reactivation: qHTS assay for re-activators of p53 using a Luc reporter. H1299 p53-A138V BP100-luciferase reporter, luminescence, 24 h. Potency, µM (highest dose often 92.2 µM), inactives show at the top dose activity change, positive = activation, usual class: activators. actives 0.063% (n = 320,000). AID 504706, 2011; note: potency is the fitted concentration of half-maximal effect; % of control where 0% means no effect; nearly all actives have a fitted effect of over 45% in size
#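 H1299 (p53-null), stable ts p53-A138V + BP100-Luc; 1000 cells/well, Opti-MEM/10% FBS; cpd 4 pt, 1:5; 24 h, 37 deg C, 5% CO2; detection reagent 10 min RT; luminescence.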
# B2AR arrestin: qHTS assay of beta-arrestin-biased ligands of beta2-adrenergic receptor; Beta-2 adrenergic receptor (Homo sapiens), P07550; Potency, µM (doses to about 46.1 µM), inactives show top-dose activation, usual class: activators; beta-arrestin recruitment to beta2AR, cell-based reporter; AID 492947, 2010; actives 0.02% (n = 330,000);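 note: potency is the fitted concentration of half-maximal effect; 0% = DMSO controls and full agonism = EC100 isoproterenol or metaproterenol; nearly all actives have a fitted effect of over 65% in size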
# ELG1 repair inh: qHTS screen for small molecules that inhibit ELG1-dependent DNA repair in human embryonic kidney (HEK293T) cells expressing luciferase-tagged ELG1; HEK293T ELG1-luciferase reporter, luminescence, 16 h; DNA damage induced by 5-fluorouridine; Potency, µM (doses to about 46.1 µM), without a hit: top-dose activity change, negative = inhibition, actives largely listed as inhibitors; actives 2.3% (n = 330,000); note: potency is the fitted concentration of half-maximal effect; % is set by controls: 0 for no effect and ±100 for the full control effect; nearly all actives have a fitted effect of over 55% in size
#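 Overnight (16 hr) co-exposure of 2,000 cells/well to 5-fluorouridine and compound at 37 °C preceded detection. Luciferase was quantified via ONE-Glo luminescence; loss of signal denotes inhibition.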
# MLL CXXC-DNA inh: qHTS Fluorescence Polarization Assay for Inhibitors of MLL CXXC domain - DNA interaction; Histone-lysine N-methyltransferase 2A (Homo sapiens), Q03164; MLL-CXXC / FITC-HOXA9 DNA fluorescence polarization; Potency, µM (top dose mostly 115 µM), for the others: at the top dose activity change, negative = inhibition, hits mostly inhibitors; actives 0.037% (n = 290,000); active = well fitted inhibition curve with a large enough effect in the polarisation, with a control signal flat, not every such curve was filed as active; inconclusive = small, poorly fitted or top-dose-only effect, or effect the other way, or a change in a side signal; inactive = no such curve, though single readings can be large or run the other way; the % refers to the polarisation; note: potency is the fitted concentration of half-maximal effect
#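 Fluorescence polarization: 7 uM MLL-CXXC (stock) preincubated 5 min with compounds, then 50 nM fluorescein-HOX-A9 DNA (stock) added; 30 min ambient. Buffer 50 mM Tris-HCl pH 7.5, 50 mM NaCl, 1 mM DTT, 0.05% BSA.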
# * = called active by the depositor; ? = inconclusive; . = no result given; & = joins results of further samples; [ ] = dose if it differs, or a comment. Unless noted, calls come from the whole dose curve; as a rule, active = well fitted curve in the direction sought with a large enough effect; inconclusive = small, poorly fitted or top-dose-only effect, or another doubt; inactive = no such curve, though single readings can be large; an effect the other way counts as inactive or inconclusive.
SMILES,a7 integrin act,TSG101-PTAP inh,AT treatment,TRPV1 agonist,TCR act,BRCA1 expr up,p53 reactivation,B2AR arrestin,ELG1 repair inh,MLL CXXC-DNA inh
CC(OC(=O)Cc1n[nH]c(=O)c2ccccc12)C(=O)Nc1ccc(S(N)(=O)=O)cc1 (stereo not given),22%,0%,17%,3,-8%,-7%,5%,0.1%,-3%,.
C=CCSc1nc2ccccc2n1C(=O)/C=C/c1cc(OC)c(OC)c(OC)c1,-12%,-4%,.,-5,-1%,-90%[inhibitor],-10%,-0.3%,?,1%
O=C(NCCCN1CCOCC1)C(=O)NCC1OCCCN1S(=O)(=O)c1cc(F)ccc1F (stereo not given),10%,3%,-9%,0,1%,1%,1%,-0.2%,-1%,-5%
O=c1[nH]c(/C(=N\O)c2ccccc2)no1,-14%,-3%,-1%,-1,-6%,-12%,3%,?,?,13%
COc1cc(CCC(=O)Nc2ncc(C)s2)cc(OC)c1OC,-6%,1%,0%,-2,-3%,-15%,-1%,-0.1%,12%,-6%
CC1CN(CC(=O)Nc2nc3ccccc3s2)CC(C)O1 (stereo not given),-22%,0%,3%,-1,.,22%,.,0.3%,15%,12%
Cc1cc(NC(=O)CSc2ncnc3sccc23)no1,-11%,-3%,-2%,0,2%,8%,-4%,-0.2%,-6%,-2%
CCn1c(C)c(C(C)=O)c(N2CCC(C(N)=O)CC2)nc1=S,?,-3%,.,-1,4%,-3%,.,.,.,2%
CCc1cccc(OCCCCNCCCOC)c1,0%,1%,-13%,-3,0%[46.1 µM],-11%,3%,2.2%,-16%,0%
O=C(NNS(=O)(=O)Cc1ccccc1)c1ccc([N+](=O)[O-])cc1,19%,0%,1%,-1,-1%,-18%,-3%,-0.3%,-2%,-5%
CN(C)/C=C1/NC(=S)NC1=O,-10%,3%,-1%,1,-12%,32%,4%,-0.3%,2%,-1%
O=C(c1nnc(Cc2ccc(Cl)cc2)o1)N1CCOCC1,11%,-1%,4%,?,1%,6%,11%,-0.4%,2%,1%
COc1ccc(C(=O)NNC(=O)CCn2nnc(-c3ccc(Cl)cc3)n2)cc1OC,14%,-5%,-2%,0,10%,1%,4%,-1.0%,1%,-10%
CCCN(Cc1cc2ccc(C)cc2[nH]c1=O)C(=O)c1cccnc1,7%,-5%,.,2,5%,-2%,.,-0.2%,6%,-2%
O=C(CSCc1cc(=O)n2nc(C3CC3)sc2n1)Nc1ccccc1Cl,31%,2%,-3%,-4,-8%,0%,4%,-0.6%,5%,9%
Cc1onc(C(=O)NN)c1C(=O)N1CCN(C(c2ccccc2)c2ccccc2)CC1,33%,-2%,0%,16,2%,5%,0%,-0.1%,?,0%
NC(=O)[C@H]1CC2(CC(c3cccc(NC(=O)COc4ccc(Cl)cc4)c3)=NO2)CN1C(=O)CC(c1ccccc1)c1ccccc1 (stereo not given in full),-21%,-3%,-13%,-1,3%,-66%,-1%,0.6%,?,4%
CC(OC(=O)c1ccccc1NCCO)C(=O)Nc1ccnn1C(C)C (stereo not given),11%,0%,16%,-1,-1%,10%,4%,-1.5%,-8%,.
O=C(Nc1nnc(C2CC2)s1)c1ccc(Cl)c(S(=O)(=O)N2CCc3ccccc3C2)c1,-16%,4%,-6%,8,1%[46.1 µM],-32%,-2%,0.9%,-22%,8%
CCOC(=O)c1cc(OCC(=O)NC(C)C(C)C)cc(C(=O)OCC)c1 (stereo not given),13%,-4%,2%,?,5%,-17%,-13%,0.4%,-5%,-15%

# Random excerpt: 2 compounds from above
SMILES,a7 integrin act,TSG101-PTAP inh,AT treatment,TRPV1 agonist,TCR act,BRCA1 expr up,p53 reactivation,B2AR arrestin,ELG1 repair inh,MLL CXXC-DNA inh
CN(C)/C=C1/NC(=S)NC1=O,-10%,3%,-1%,1,-12%,32%,4%,-0.3%,2%,-1%
CCCN(Cc1cc2ccc(C)cc2[nH]c1=O)C(=O)c1cccnc1,7%,-5%,.,2,5%,-2%,.,-0.2%,6%,-2%

# (more compounds)
SMILES,a7 integrin act,TSG101-PTAP inh,AT treatment,TRPV1 agonist,TCR act,BRCA1 expr up,p53 reactivation,B2AR arrestin,ELG1 repair inh,MLL CXXC-DNA inh
CSc1nnc2c(n1)OC1(Nc3ccccc3-2)C(=O)Nc2ccccc21 (stereo not given),?,-5%,-3%,0,-2%,-25%,5%,-0.1%,3%,8%
CC1CCCC(C)N1C(=O)COC(=O)Cc1ccc(Cl)cc1 (stereo not given),-2%,1%,?,-3,-5%,5%,?,-0.9%,11%,3%
CCOC(=O)C1(Cc2ccccc2)CCN(Cc2cccc3nccnc23)CC1,-17%,-3%,2%,4,-3%,-26%,-4%,-0.6%,?,0%
Cc1occc1C(=O)NCCc1cccc(Cl)c1,-3%,-3%,.,?,0%,?,?,-0.6%,?,8%
NS(=O)(=O)c1ccc(Sc2ccc3ccccc3c2)nc1,8%,-3%,1%,-3,-2%,-23%,3%,0.3%,?,-7%
CCC(CO)Oc1cc(NC(=O)c2cccc(Cl)c2)c2ncn(C(C)C)c2c1 (stereo not given),-10%,0%,-2%,?,4%,-3%,-18%,-0.2%,?,.
CCc1nnc(N/N=C/c2ccc(N3CCC(C)CC3)c([N+](=O)[O-])c2)n1N,-10%,-7%,3%,0,2%[46.1 µM],-113%[inhibitor],-9%,-0.3%,-1%,0%
COc1ccc(/C=N/N(C)c2cc(=O)n(C)c(=O)[nH]2)cc1OC,-11%,2%,2%,-1,1%,0%,0%,0.8%,?,4%
CC(=O)/C(=N/Nc1ccccc1[N+](=O)[O-])N1CCCc2ccccc21,-36%,-2%,9%,6,-3%,-32%,-1%,0.5%,?,-3%
O=C(OCCn1c(=S)sc2ccccc21)c1ccccc1,21%,-3%,.,.,-1%,?,.,.,.,.
COCCNC(=O)CCCn1c(=O)c2cc(OC)c(OC)cc2n(CC(=O)NCCC2=CCCCC2)c1=O,5%,-3%,-1%,-1,-7%,-20%,-2%,-0.2%,-6%,-1%
CCC(C)(C)C1CCC(=NNC(=S)Nc2cccnc2)CC1 (stereo not given),-19%,-3%,1%,-1,1%,-1%,3%,0.1%,2%,4%
Cc1ccc(C)c(OCCC(=O)Nc2cccc(S(=O)(=O)NC3=NCCCCC3)c2)c1,0%,-4%,0%,-2,2%,-16%,-8%,-0.1%,?,.
CC(C)NC(=O)[C@@H]1C[C@@]1(C)[C@@H](NC(=O)OCc1ccccc1)c1ccccc1,0%,-2%,-19%,13,0%,4%,-3%,-1.3%,7%,8%
O=C(CSc1ccc(Cl)cc1)N1CCOCC1,3%,-3%,-4%,?,-12%,92%,20%,-0.5%,?,5%
CCOC(=O)c1c(C)c(C)n(Cc2ccc(OC)c(OC)c2)c1C,18%,-1%,1%,9,-1%[46.1 µM],-37%,-2%,5.1%,-9%,-6%
COc1cccc(-c2coc3cc4oc(=O)c(CC(=O)O)c(C)c4cc23)c1,-4%,-6%,-2%,4,1%,15%,4%,0.2%,14%,-1%
Cc1ccc(S(=O)c2ccc(NC(=O)C3CC3)cc2C#N)cc1 (stereo not given),2%,0%,1%,1,6%,0%,-4%,0.0%,?,5%
COc1ccc(C(CNC(=O)c2cc(=O)[nH]c3ccccc23)N2CCCC2)cc1 (stereo not given),-15%,-6%,-2%,1,.,-2%,10%,0.4%,?,1%
Cc1cc(NC(=O)Nc2ccc3c(ccn3C)c2)sn1,.,-2%,.,.,1%,10µM*,.,.,.,12%
CCN(CC)CCCNC(=O)CCc1c(C)n(CC)c2cc(-c3ccccc3OC)nn2c1=O,1%,-3%,-11%,-2,2%,7%&5%,2%,0.3%,-4%,-5%
COc1ccc(N/C=C(\C(C)=O)c2ccc(OC)c(OC)c2)cc1OC,4%,-4%,0%,-1,-23%,15%,-4%,0.1%,?,-9%
Cc1cc(C)c(S(=O)(=O)N2CCN(c3ccccc3)CC2)c(C)c1,-21%,2%,-7%,1,-7%,2%,.,8.4%,-8%,3%
CCn1c(=O)c2c(nc(SCC(=O)NC3CCCC3)n2C)n(C)c1=O,4%,-3%,-4%,-1,10%,11%,-2%,-0.2%,-7%,8%
COc1ccc(CNC2CCN(Cc3ccccc3)CC2)cc1,-46%[inhibitor],-3%,7%,5,-2%,-11%,.,-1.0%,-29%,3%
COc1ccc(C2c3sc(=O)[nH]c3SC3C4CCC(C4)C23)cc1OC (stereo not given),18%,-4%,-1%,-5,2%[46.1 µM],-36%,-10%,-0.7%,-12%,-4%
COc1ccccc1N1CCN(CC(O)c2ccccc2)CC1 (stereo not given),-10%,-1%,5%,0,9%,-3%,3%,-0.3%,1%,-4%

# Source: PubChem BioAssay (National Center for Advancing Translational Sciences (NCATS))

# Compounds as they come; about 3.8% have a hit in one of these screens.
